# High-throughput results (PubChem BioAssay)
# VLA-4 inh: inhibition in human VLA-4 binding assay, primary screen, VLA-4 allosteric modulator project, MLPCN library, flow cytometry, VLA-4 expressing cells | Integrin alpha-4 (Homo sapiens), P13612 | ligand binding flow cytometry | inhibition, % (about 7 µM as worked out from the volumes in the protocol) | 0.2% of 330,000 active; in the data active = inhibition above about 50%
# GLD-1 RNA inh: GLD-1/TGE RNA complex disruptors, primary screen, biochemical, fluorescence polarization. purified GLD-1 + fluorescein TGE RNA. inhibition, % at 5.96 µM. 0.44% of 320,000 active. AID 2280, 2010;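 active = percent inhibition above a per-plate cutoff, the plate mean of test compounds plus 3 SD, cut at about 30% in these data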;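 note: 0% = DMSO wells with GLD-1 and probe and 100% = wells lacking GLD-1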
# Target sequence (Q17339 whole entry, looked up): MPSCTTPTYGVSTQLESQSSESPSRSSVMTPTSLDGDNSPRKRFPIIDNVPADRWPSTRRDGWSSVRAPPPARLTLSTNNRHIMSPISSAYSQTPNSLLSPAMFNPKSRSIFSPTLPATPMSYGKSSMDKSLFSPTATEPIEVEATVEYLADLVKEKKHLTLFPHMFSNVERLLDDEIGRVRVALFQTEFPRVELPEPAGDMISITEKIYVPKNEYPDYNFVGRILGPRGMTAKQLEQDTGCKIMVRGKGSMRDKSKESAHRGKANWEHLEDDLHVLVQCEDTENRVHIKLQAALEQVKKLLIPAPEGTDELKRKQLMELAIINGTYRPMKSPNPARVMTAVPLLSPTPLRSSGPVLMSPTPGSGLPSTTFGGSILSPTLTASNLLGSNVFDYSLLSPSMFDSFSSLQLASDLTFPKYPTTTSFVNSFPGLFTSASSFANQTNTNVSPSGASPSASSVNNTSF
# MCL1-BIM inh: inhibitors of MCL1 binding to BIM-BH3, primary screen, biochemical, fluorescence polarization; Induced myeloid leukemia cell differentiation protein Mcl-1 (Homo sapiens), Q07820; GST-MCL1 / FITC-Bim-BH3 fluorescence polarization; inhibition, % at 10.9 µM; 0.68% of 320,000 active;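 active = inhibition above the mean inhibition of all tested compounds plus 3 SD, set per campaign, cut at about 40% in these data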;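 note: 0% = DMSO wells and 100% = unlabeled Bim-BH3 peptide control; higher means more loss of mP so more displacement of Bim peptide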
# MEX-5 binding: MEX-5 zinc finger RNA-binding disruptors – biochemical, C. elegans, fluorescence polarization, MLPCN library, primary screen; Zinc finger protein mex-5 (Caenorhabditis elegans), Q9XUB2; MEX-5/FITC-TCR2 RNA binding; hits give low values; activity score (negative = inhibition of binding), % at 10 µM; 0.38% of 300,000 active; AID 1832, 2009;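 active = inhibition past about -25% in most replicates, and total fluorescence under double the plate's negative control median, limit read from the data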;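 note: 0% = DMSO and -100% = 5 µM competing unlabeled TCR2 RNA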
# Target sequence (Q9XUB2 whole entry, looked up): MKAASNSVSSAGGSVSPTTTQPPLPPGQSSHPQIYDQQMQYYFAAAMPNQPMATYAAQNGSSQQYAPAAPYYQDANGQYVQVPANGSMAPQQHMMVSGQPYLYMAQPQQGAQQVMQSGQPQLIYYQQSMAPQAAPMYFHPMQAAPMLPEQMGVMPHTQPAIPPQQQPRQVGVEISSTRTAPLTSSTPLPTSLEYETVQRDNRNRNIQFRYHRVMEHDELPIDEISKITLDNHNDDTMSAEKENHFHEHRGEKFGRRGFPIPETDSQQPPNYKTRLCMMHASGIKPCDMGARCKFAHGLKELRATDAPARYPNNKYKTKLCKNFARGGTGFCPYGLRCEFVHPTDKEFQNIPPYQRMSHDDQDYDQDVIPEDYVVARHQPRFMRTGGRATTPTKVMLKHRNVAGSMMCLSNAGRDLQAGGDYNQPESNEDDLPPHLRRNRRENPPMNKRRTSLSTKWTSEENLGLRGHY
# Fam108B counter: mouse Fam108B serine hydrolase inhibitors, primary screen, counter-screen for RBBP9 inhibitor project, biochemical, fluorescence polarization; recombinant Fam108B, FP-Rh probe fluorescence polarization; 0.33% of 300,000 active; inhibition, % at 9.51 µM;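 active = inhibition above the screen mean inhibition plus 3 SD, computed separately per campaign, cut at about 18% in these data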;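 note: inhibitors lower polarization as less probe binds the enzyme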
# AGP1-GFP MLPCN: modulators of AGP1-GFP expression in yeast TOR pathway, primary screen, cell-based, multiplex flow cytometry, S. cerevisiae, MLPCN library | 3 h; GFP as percent of DMSO wells | 0.02% of 320,000 active | GFP response vs DMSO, % at 10 µM;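 active = GFP response relative to DMSO above a set limit, near screen average plus 3 SD, cut at about 150% in these data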;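 note: median GFP channel fluorescence of the gated AGP1 strain per well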
# GRK2 aptamer HTS: compounds blocking aptamer binding on GRK2 – biochemical, human GRK2, bead flow cytometry, HTS, primary screen; FAM-aptamer displacement from GRK2; Beta-adrenergic receptor kinase 1 (Homo sapiens), P25098; inhibition of aptamer binding, % at 10 µM; 0.59% of 330,000 active;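 active = inhibition of aptamer binding above 40%, roughly 3 SD of noise, on plates passing a quality check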;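 note: median bead fluorescence of bound FAM aptamer so fluorescent compounds give negative values; no value below 0 was filed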
# CIT2 TOR yeast: modulators of CIT2-GFP expression in yeast, primary screen, S. cerevisiae, GFP fusion, multiplex flow cytometry, MLPCN library | GFP response vs DMSO, % at 10 µM | S. cerevisiae CIT2-GFP strain, 3 h; 100 means same as DMSO wells | AID 2029, 2009 | 0.065% of 320,000 active;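 active = GFP response relative to DMSO above a set limit, near the screen mean plus 3 SD, cut at about 150% in these data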;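 note: ratio of well median GFP fluorescence to mean of DMSO wells on the plate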
# BCLXL inh: inhibitors of human Bcl-xL, primary screen, biochemical, fluorescence polarization, HTS | GST-Bcl-xL / FITC-Bim BH3 peptide fluorescence polarization | inhibition, % at 10.9 µM | 0.7% of 320,000 active;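 active = inhibition above the mean of all tested compounds plus 3 SD, cutoff set per campaign, cut at about 30% in these data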;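 note: 0% = DMSO wells and 100% = unlabeled Bim-BH3 peptide competitor; inhibitors lower millipolarization by displacing the labeled peptide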
# Numbers without * were called inactive; · = not tested or not shown; [ ] = remark or other dose.
# Results follow in this order: MEX-5 binding	CIT2 TOR yeast	VLA-4 inh	AGP1-GFP MLPCN	BCLXL inh	MCL1-BIM inh	GLD-1 RNA inh	Fam108B counter	GRK2 aptamer HTS
O=C(Nc1ccc(N2CCOCC2)cc1)c1cccc(-n2cnnc2)c1
    0.0	108	15	111	-5	4	-2	0	5
CN(C)c1ccc(NC(=S)N(CCc2ccccc2)C2CC(=O)N(c3c(Cl)cccc3Cl)C2=O)cc1 (centres undefined)
    0.2	95	-1	93	3	5	5	-3	1
CSCCC(NC(=O)OC(C)(C)C)C(=O)Oc1ccc2c(=O)c(-c3ccc4c(c3)OCCO4)coc2c1 (centres undefined)
    ·	98	-2	98	2	5	-1	5	3
CCOC(=O)C1=C(COC(=O)c2ccc(OC(C)C)cc2)NC(=O)NC1C (centres undefined)
    4.5	103	4	106	2	-2	7	2	1
O=C(NC1CCN(C(=O)NCc2ccccc2)CC1)c1ccc(F)cc1
    -0.9	92	28	75	5	1	1	-1	3
CCOC(=O)Cn1nc(C)n(-c2cccc(Cl)c2)c1=O
    -0.7	103	4	101	6	6	5	0	0
CN1C(C(=O)Nc2ccc(F)cc2F)=CC(c2ccco2)=NS1(=O)=O
    -0.5	93	6	94	0	-4	8	-1	0
CCc1nc(NCCC(C)C)c2nnn(Cc3ccccc3)c2n1
    0.8	105	12	95	0	-2	-7	-3	0
Cc1ccc(S(=O)(=O)N(CC2CO2)c2ccccc2[N+](=O)[O-])cc1 (centres undefined)
    -0.3	92	0	97	5	5	0	-4	0
CCn1c(SCC(=O)NCC(=O)Nc2ccc(F)cc2)nnc1-c1ccncc1
    1.8	98	0	98	1	-3	0	-3	2
Cc1nn(-c2ccccc2)c2sc(C(=O)NNC(=O)COc3ccccc3)cc12
    1.3	103	17	102	3	1	10	-16	0
COc1ccccc1-n1c(N)c(C(N)=O)sc1=S
    -1.8	98	-3	103	3	9	-3	2	0
CCn1c(COc2ccc(C)cc2)nnc1SCC(=O)NCc1ccco1
    1.1	109	-8	97	4	0	2	0	1
Cc1c(C)c(C)c(S(=O)(=O)NCCc2ccncc2)c(C)c1C
    -3.0	100	11	101	0	-2	7	0	1
COc1ccc(/C=C(\NC(=O)c2ccc([N+](=O)[O-])cc2)C(=O)NCCCn2ccnc2)cc1
    -3.0	101	-4	104	-2	-3	5	1	0
N=c1c(S(=O)(=O)c2ccc(Br)cc2)cc2c(=O)n3ccccc3nc2n1Cc1ccco1
    -1.3	94	2	58	16	13	0	-9	0
COc1cccc(CC(=O)N2CCC(n3nccc3NC(=O)C3CC3)CC2)c1
    -1.4	101	2	88	·	·	·	·	0
O=C(CNS(=O)(=O)c1ccc2ccccc2c1)Nc1ccc(F)c(F)c1F
    ·	104	-1	113	4	8	6	·	0
COc1ccc(C2Oc3ccccc3N2C(C)=O)cc1 (centres undefined)
    1.5	95	6	103	2	5	4	1	1
CCc1ccc(OC(=O)Cc2ccc(OC)c(S(=O)(=O)N3CCOCC3)c2)cc1
    ·	84	23	88	-8	-13	-3	·	0
Cn1cc(CN2CCC(C(O)c3cccs3)CC2)c(-c2cccc(Cl)c2)n1 (centres undefined)
    0.3	99	0	99	4	4	1	3	0
CCN(CC(=O)Nc1ccccc1C(F)(F)F)CC(=O)NC1CC1
    ·	97	1	97	-1	-6	1	·	2
COc1ccccc1N1CN(Cc2ccccc2)CNC1=S
    -1.9	102	11	112	1	2	-2	-2	0
COc1ccc(OC)c(S(=O)(=O)Nc2ccccc2C(F)(F)F)c1
    -1.6	95	6	98	9	10	2	6	3
COc1ccc(NS(=O)(=O)c2cccc(C(=O)NCCCN3CCCC3=O)c2)cc1
    1.3	86	38	88	-2	-9	4	-2	2
CN(C1CCCC1)C1CCN(C(=O)CNC(=O)/C=C/c2cccc(C(F)(F)F)c2)CC1
    1.8	101	-2	106	0	5	1	2	0
Cc1ccccc1C1=NC(C(F)(F)F)(C(F)(F)F)c2c(n(-c3ccc(F)cc3)c(=O)[nH]c2=O)N1
    0.9	92	20	92	4	1	1	0	0
COc1ccc(C(=O)COC(=O)C(CC(C)C)N2C(=O)c3ccccc3C2=O)cc1 (centres undefined)
    2.3	106	13	102	6	6	7	-4	0
CCN1CCCC1CNC(=O)c1cc2c(=O)n(C)c3ccccc3c2n1C (centres undefined)
    -0.1	101	6	102	8	6	-9	1	0
COC(=O)c1ccccc1S(=O)(=O)N1CCC(C(=O)OCC(=O)NC2CCCCC2C)CC1 (centres undefined)
    ·	99	5	101	-4	-8	3	·	5
CCCCn1c(N)c(N(CCOC)C(=O)COC(=O)c2cc(CCC)c(C)s2)c(=O)[nH]c1=O
    0.5	92	-8	109	-7	-15	2	1	0
C=CCNC(=O)CSc1ccc(Cl)cc1
    3.1	89	-4	90	3	-1	-6	0	0
COc1ccc(C2=[N+](C)CCn3cccc32)c(OC)c1
    -0.3	99	6	99	-1	-14	-2	0	0
Cc1nn2c(NCCCn3ccnc3)cc(C(C)C)nc2c1-c1ccccc1
    -0.3	92	6	99	7	5	-2	7	0
CC(C)NC(=O)N(C)C[C@@H]1Oc2ccc(NC(=O)CCN3CCOCC3)cc2CC(=O)N([C@@H](C)CO)C[C@@H]1C
    ·	108	6	101	·	·	-13	·	3
c1cc2c(cc1C1CCCCC1)c1c3n2CCCNC3CCC1 (centres undefined)
    -0.3	72	17	70	4	7	10	6	0
COc1ccc2c(c1)C(c1cccs1)=NNC(c1ccncc1)=N2
    0.9	99	1	86	5	8	0	1	3
CC(NC(=O)c1ccccc1F)c1nnc(SCC(=O)Nc2nnc(C3CC3)s2)n1C (centres undefined)
    1.5	91	6	103	-4	1	-2	-1	0
Cc1ccc(N2C(=O)C(Cl)=C(N3CCCCCC3)C2=O)c(C)c1
    -4.7	106	1	102	-5	0	-3	-2	0
CC(C)Oc1cc(NC(=O)CSCC(=O)Nc2cccc(C(F)(F)F)c2)c(Cl)cc1Cl
    0.8	102	22	101	5	-2	7	-6	0
O=C(COC(=O)C1=COCCO1)Nc1ncc(Cl)cc1Cl
    -0.4	101	-4	105	14	11	5	1	1
O=C(NCCN1CCN(Cc2ccccc2)CC1)c1cc2c(=O)[nH]c3ccccc3c2s1
    -2.9	95	3	104	7	6	-9	-9	0
CN(C)/C=C/C(=O)c1cnc(-c2ccccc2)s1
    -3.3	·	-8	15[may fluoresce violet]	-10	-14	-21	-6	1
CCC(=O)N(C)CCc1cc2c(c(OC)c1/C=N/NC(=O)c1ccccc1O)OCO2
    0.3	95	9	93	0	10	6	4	83*
CN1CCN(CCCNC(=O)Cn2ncc3c4ccccc4n(C)c3c2=O)CC1
    0.0	94	6	98	6	3	1	-1	0
CCOC(=O)c1nnc(-c2ccc(C)cc2)nc1Sc1ccccc1Cl
    1.4	113	-10	108	-3	-1	8	-4	2
CCOC(=O)C1CCN(C(=O)CN(c2cc(OC)ccc2OC)S(=O)(=O)c2ccccc2)CC1
    1.5	91	3	92	-1	0	8	-3	1
Cc1ccc(C)c(OCC(=O)O/N=C(\N)c2cccnc2)c1
    -1.1	89	4	100	2	4	-1	0	0
COc1ccc(C2c3cc(OC)c(OC)cc3CCN2C(=O)c2ccccc2)cc1OC (centres undefined)
    -2.6	108	-2	102	4	-1	4	0	1
O=C(NCC1COc2ccccc2O1)c1cc2ccccc2o1 (centres undefined)
    -3.9	86	6	89	-2	2	3	-1	3
C/C(CC(=O)Nc1cccc(C(F)(F)F)c1)=N\NC(=O)C1CCCCC1
    1.7	106	8	103	-1	5	4	0	0
COc1ccc(/C=C/C(=O)C2(O)CCCCC2)cc1OC
    -4.5	86	2	96	3	5	-7	-1	0
Cc1ccc(C(C)C)c(OCCN(C)C)c1
    -0.7	94	-1	95	1	-4	-5	1	0
C=CCn1c(SCC(=O)N2CCCC2)nc2cc(C(=O)NCC3CCCO3)ccc2c1=O (centres undefined)
    0.7	93	21	98	0	3	-1	1	1
CCc1csc(CCNC(=O)C2CCC(=O)N(Cc3ccccc3F)C2)n1 (centres undefined)
    -0.1	104	2	103	4	1	0	-2	0
COc1cccc(-c2nc(SC)nc3sc(C(=O)NC(C)(C)C)c(N)c23)c1
    1.3	102	35	94	1	0	5	-6	0
COc1ccc(NC(=O)NCCN2C(=O)C3C4C=CC(C4)C3C2=O)cc1 (centres undefined)
    -1.4	102	8	100	0	0	2	3	2
COC(=O)c1ccc(Cn2nnc3c(=O)[nH]c(C4CCCN(S(=O)(=O)c5ccccc5Cl)C4)nc32)cc1 (centres undefined)
    -0.3	107	17	107	-1	-4	3	-2	0
CC(=O)c1c(C)[nH]c(C(=O)Nc2cccc(C(F)(F)F)c2)c1C
    -1.0	107	-3	87	-1	7	-4	-2	1
CC(C)c1ccccc1NC1=CC(=O)CC(C)(C)C1
    1.3	94	18	91	2	-7	1	0	2

# Further entries
# Results follow in this order: MEX-5 binding	CIT2 TOR yeast	VLA-4 inh	AGP1-GFP MLPCN	BCLXL inh	MCL1-BIM inh	GLD-1 RNA inh	Fam108B counter	GRK2 aptamer HTS
CCOCC(=O)Nc1nnc(Cc2ccc(OC)c(OC)c2)s1
    0.8	107	27	105	3	2	7	-1	2
CCN(CC)C(=O)N1CCN(S(=O)(=O)c2c(C)cc(C)cc2C)CC1
    -1.1	97	6	101	2	-2	-9	4	0
O=C(c1ccccc1)c1cn[nH]c1-c1ccccc1O
    -2.3	101	-23	96	7	9	2	1	2
COCCNC(=O)c1ccccc1NC(=O)C1COc2ccccc2O1 (centres undefined)
    ·	93	1	101	5	-1	1	3	0
C=CCN=C1N[C@@H](c2ccccc2)C(C(=O)OC)=C(C)N1CC
    -0.4	67	10	78	-8	-12	3	3	0
COc1ccc(SC[C@H](Cc2ccccc2)N2CCN(CCc3ccccc3)CCC2=O)cc1
    -4.1	102	0	105	7	4	1	-2	0
COc1ccccc1N1CCN(Cc2ccsc2)CC1
    2.8	108	6	111	1	-1	4	-3	0
CCc1ccc(C2C(C#N)=C(N)Oc3n[nH]c(CC(=O)OC)c32)cc1 (centres undefined)
    -5.5	97	-11	98	7	8	3	0	2
O=c1c2c3nc4ccccc4nc3n(/N=C/c3ccncc3)c2ncn1-c1ccccc1
    -1.0	94	12	107	8	2	4	2	0
CC(C)C1N=C2c3ccccc3N=C(SCc3cc(=O)n4cc(Cl)ccc4n3)N2C1=O (centres undefined)
    0.4	75	13	80	5	-2	-1	5	2

# Individual results from the results shown:
# CCc1ccc(C2C(C#N)=C(N)Oc3n[nH]c(CC(=O)OC)c32)cc1 (centres undefined) in Fam108B counter shows 0
# O=c1c2c3nc4ccccc4nc3n(/N=C/c3ccncc3)c2ncn1-c1ccccc1 in VLA-4 inh shows 12
